# 12-LOX inh: Primary qHTS assay for inhibitors of human arachidonate 12S-lipoxygenase (ALOX12): Round 2; Polyunsaturated fatty acid lipoxygenase ALOX12 (Homo sapiens), P18054; purified 12hLO, xylenol orange hydroperoxide absorbance; Potency, µM (series often up to 108 µM), for inactives: at the highest dose activity change, negative = inhibition, hits mostly inhibitors; 580,000 compounds, 1.1% hits; AID 1671190, 2021; active = well fitted inhibition curve with a large enough effect; inconclusive = small, poorly fitted or top-dose-only effect, or another doubt; inactive = no such curve, though single readings can be large or run the other way
# Target sequence (P18054 whole entry, looked up): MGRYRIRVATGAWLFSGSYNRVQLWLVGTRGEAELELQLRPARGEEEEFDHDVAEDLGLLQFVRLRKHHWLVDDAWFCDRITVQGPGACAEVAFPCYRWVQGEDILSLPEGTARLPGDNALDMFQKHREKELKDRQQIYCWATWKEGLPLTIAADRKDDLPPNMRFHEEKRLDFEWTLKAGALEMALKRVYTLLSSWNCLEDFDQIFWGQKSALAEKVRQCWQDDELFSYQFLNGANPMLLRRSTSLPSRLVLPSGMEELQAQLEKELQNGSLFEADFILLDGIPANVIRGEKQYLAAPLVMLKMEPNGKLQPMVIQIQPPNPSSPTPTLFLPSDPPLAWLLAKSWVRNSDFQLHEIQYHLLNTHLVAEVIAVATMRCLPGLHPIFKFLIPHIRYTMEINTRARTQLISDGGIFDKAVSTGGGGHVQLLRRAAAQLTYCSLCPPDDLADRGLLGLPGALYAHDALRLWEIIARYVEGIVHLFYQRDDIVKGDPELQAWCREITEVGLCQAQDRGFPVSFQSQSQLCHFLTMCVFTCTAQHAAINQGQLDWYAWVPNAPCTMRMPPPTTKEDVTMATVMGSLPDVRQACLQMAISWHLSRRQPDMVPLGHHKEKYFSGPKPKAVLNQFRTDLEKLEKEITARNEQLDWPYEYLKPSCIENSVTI
#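 Purified human 12hLO (150 nM final) in 25 mM Hepes, 0.01% Triton X-100, pH 7.0 was preincubated 15 min at room temperature with compound. Then 40 uM arachidonic acid was added, 30 min. Hydroperoxide was read by Fe-XO absorbance ratio 573/405 nm.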
# * = called active by the depositor; ? = inconclusive; [ ] = another dose, or the depositor's remark. % is set by controls: 0 for no effect and ±100 for the full control effect; potency is the fitted concentration of half-maximal effect. Not all compounds are listed (hit frequency here may not be typical).
mol,12-LOX inh
CC(C)NC(NC(=O)c1ccc(C(C)(C)C)cc1)C(Cl)(Cl)Cl (stereo not drawn),?
Cn1c(=O)[nH]c(=O)c2c1nc(N1CCN(Cc3ccccc3F)CC1)n2Cc1ccccc1F,?
CN(C)S(=O)(=O)CCCN1CC[C@@H](NC(=O)c2ccccn2)[C@H](O)C1,75%[activator]
O=C(c1ccoc1)N1CCCCCC1CN1CCOCC1 (stereo not drawn),26%
Cc1ccc(-n2c(SCC(=O)Nc3ccc(Br)cc3F)nc3c(=O)[nH]cnc32)cc1,-1%
CCc1nc2c(c(-c3ccc(O)cc3)n1)CN(Cc1ccc(C(F)(F)F)cc1)CC2,?
COC(=O)[C@]12C[C@H](CC(=O)NCc3ccccc3)C(=O)N(Cc3ccccc3)C1=C[C@H](C(C)C)O[C@@H]2C1CC1,1%
CCOC(=O)c1sc(Nc2ccc(C)cc2)nc1C,?
O=[S+]([O-])(c1cccs1)N1CCn2c(nnc2C2CC2)C1,3%[176 µM]
CN(CC1CCCCC1)C1CCOc2ccccc21 (stereo not drawn),30%[176 µM]
CCOC(=O)C1(Cc2ccccc2F)CCCN(C(=O)c2cccs2)C1 (stereo not drawn),3%
Cc1cnc(-n2ncc(C(=O)N3CCN(C(C)C)CC3)c2-c2ccco2)nc1-c1ccc(F)cc1,5%
CCCCCCC1C2=C(CC(C)(C)CC2=O)OC2=C1C(=O)CC(C)(C)C2,?
O=C(NC1CCC1)c1ccc2nccn2c1,26%[176 µM]
Cc1noc(-c2cn(C3CCN(C(=O)c4cccc(Br)c4)C3)nn2)n1 (stereo not drawn),26%
COC(=O)c1ccc(C(=O)NCC2(c3ccccc3)CCC2)cc1,-7%
COc1ccc(-c2nc(C3CC3)nc3c2CCN(Cc2ccc(C#N)cc2)CC3)cc1,5%[6.33 µM]
Cn1cc(NC(=O)C2CC(=O)N(c3n[nH]c4cccc(F)c34)C2)cn1 (stereo not drawn),55%[activator]
COc1ccc(C(=O)N2CCC[C@@]3(CCN(Cc4cc(C(F)(F)F)cc(C(F)(F)F)c4)C3)C2)cc1,7%[57.4 µM]
COc1ccc(C[C@H](NC(=O)C2=C[C@@H](NS(=O)(=O)c3cccc(C(F)(F)F)c3)[C@@H](O)[C@H](O)C2)C(N)=O)cc1,4%

# Part of the list above in a different format.
> O=[S+]([O-])(c1cccs1)N1CCn2c(nnc2C2CC2)C1
  12-LOX inh = 3%[176 µM]
> CN(CC1CCCCC1)C1CCOc2ccccc21 (stereo not drawn)
  12-LOX inh = 30%[176 µM]

# Continued:
mol,12-LOX inh
CC(=O)Nc1ccc(NC(=O)Cn2ccc3c(Cl)cccc32)cc1,-3%
CO[C@H]1C(=O)N(C2CCN(S(=O)(=O)c3ccc(C#N)cc3)CC2)[C@H]1c1ccncc1,43%[activator]
Cc1nc(N2CCCCC2)n(CC(=O)Nc2cccc(F)c2)c(=O)c1C,-17%
Cc1cn2cc(CNC(=O)CN3Cc4ccccc4OC(c4ccccc4F)C3)nc2s1 (stereo not drawn),13%
Cc1cccc(C(=O)NCCC(=O)NCC2CCCCC2)c1,0%
O=C(NCCCN1CCCC1=O)c1cc(=O)[nH]c2ccccc12,36%
Cc1ccc(NC(=O)Cn2nc3c(cc2=O)CCCCC3)cc1C,?
CCOC(=O)C1=C(C)N=C2SCC(=O)N2C1c1ccc(OC)cc1OC (stereo not drawn),0%
O=C(C(=O)N1CCN(c2ccccc2F)CC1)c1ccccc1,1%
COCCN1C(=O)c2ccccc2C(C(=O)Nc2ccc(OC)cc2OC)C12CCCC2 (stereo not drawn),34%[activator]
CC(C)CCNC(=O)c1cc2n(n1)CC(C)(C(=O)NCCC(C)C)N(C)C2=O (stereo not drawn),-3%
CC(OC(=O)c1cc(-c2ccco2)nc2ccccc12)C(=O)NC(=O)NC1CCCCC1 (stereo not drawn),7.9µM*
CC(=O)N1CCCC1c1nc(C2CN(S(=O)(=O)c3cccs3)C2)no1 (stereo not drawn),43%[activator]
CCCc1nn(-c2ccccc2C)c(OC(C)=O)c1-c1ccc(NC(=O)CC)cc1,33%
CCc1noc(CN2CCOc3c(O)cc(-c4ccccc4C)cc3C2)n1,35%[activator]
COC(=O)CSc1sc(=O)sc1SC,?
CO[C@H]1C(=O)N(C2CCN(C(=O)c3nn(C)c4ccccc34)CC2)[C@H]1c1ccncc1,21%
CC(C(=O)NCc1ccccn1)n1nc(-c2ccccc2)c2ccccc21 (stereo not drawn),23%
COc1cccc([C@@H]2CN(C(=O)CCCC(=O)O)C[C@H]2C(=O)O)c1,?
C=CCNc1nc(C(=O)OCC(=O)NCc2cccc(OC)c2)cs1,?

# Further records follow.
mol,12-LOX inh
CN(C)C(=O)C1CN(C(=O)c2ccccc2Cl)CC12CCOCC2 (stereo not drawn),28%
CCOc1cc(CN(C)C(=O)CC2C(=O)NCCN2Cc2ccccc2)ccc1OC (stereo not drawn),28%
CCn1c(SC(C)C(=O)c2ccc(Br)cc2)n[nH]c1=O (stereo not drawn),0%
CC(CCC(=O)O)(NC(=O)Cc1ccccc1)C(=O)O (stereo not drawn),-10%
O=C(CC1CCOCC1)NCc1cccnc1,34%
O=C1CC2(CCN(Cc3ccc(F)cc3)CC2)Oc2ccccc2N1,53%[activator]
CC(C)c1ccc(CN2CCc3ncc(C(=O)NCCN4CCNC4=O)n3CC2)cc1,-16%[176 µM]
c1cc(-c2ccc3c(c2)OCCCO3)n2nc(C3CCC3)nc2n1,28%
c1ccc(-c2nn3c(-c4ccc5ccccc5n4)nnc3s2)cc1,-6%
O=C(C[C@@H]1CCNC[C@@H]1Cc1cc(CSc2ccccc2)on1)NCc1ccc(F)cc1,?
O=C(Nc1ccc([C@@H](O)[C@H]2COCC(=O)N2CCCc2ccccc2)cc1)c1cnccn1,78%[activator]
CCN(C(=O)CSc1nnc(N2CCOCC2)n1-c1ccccc1)C1=CCCC1,0%
Cc1cc(C(=O)COC(=O)c2nccnc2N)c(C)n1CCc1ccccc1,?
COc1ccc(NC(=O)C2CCCCC(=O)N2)cc1F (stereo not drawn),1%
O=C(CCn1ccccc1=O)Nc1ccccc1F,0%
CCCCOc1ccc(NC(=O)CC(C)C)c2cccnc12,8%
COc1ccc(CN2C(=O)COC[C@H]2C(=O)NCc2ccc(F)cc2F)cc1,12%
CCn1c(CCc2cccc(NC(=O)c3ccc(C#N)cc3)c2)nc2ccccc21,77%[activator]
COCC1CN(S(=O)(=O)c2cnc[nH]2)CC12CCNCC2 (stereo not drawn),?
COCC(=O)N[C@H]1CC[C@]2(C)CCC([C@H](C)C(=O)NCCN3CCOCC3)[C@H](O)[C@H]2[C@@H]1C (stereo partly drawn),5%

# Part of the list above in a different format:
CCn1c(SC(C)C(=O)c2ccc(Br)cc2)n[nH]c1=O (stereo not drawn)
  12-LOX inh = 0%
CC(CCC(=O)O)(NC(=O)Cc1ccccc1)C(=O)O (stereo not drawn)
  12-LOX inh = -10%
O=C(CC1CCOCC1)NCc1cccnc1
  12-LOX inh = 34%
O=C1CC2(CCN(Cc3ccc(F)cc3)CC2)Oc2ccccc2N1
  12-LOX inh = 53%[activator]

# Continued.
mol,12-LOX inh
CC(=O)c1ccc(NC(=O)c2cccc3c2ccn3C)cc1,-1%
CCCOc1ccc(-c2nc(C#N)c(NCCN3CCOCC3)o2)cc1,19%
N#Cc1cc2c(nc1N1CCN(C(C(=O)O)c3c[nH]c4cc(CO)ccc34)CC1)CCCC2 (stereo not drawn),-25%
CNC(=O)[C@@H](c1ccccc1F)N1CCC[C@H]1C(=O)NCc1ccncc1,0%
Cc1noc(C)c1C(=O)N1Cc2ccccc2CC2(CCCN(CC3CCNCC3)C2)C1 (stereo not drawn),-10%[6.33 µM]
CNC(=O)CCn1ncc2cc(OCc3ccccc3-c3cnc(OC)nc3)ccc21,0%[176 µM]
Cc1ccc2oc(=O)cc(CN(Cc3ccccc3)Cc3ccco3)c2c1,?
Cc1nonc1OCCNC(=O)C1CC(=O)N(Cc2ccccn2)C1 (stereo not drawn),-20%
O=S(=O)(c1ccccc1F)N1CC(c2nnc(-c3ccncc3)o2)C2(CCOCC2)C1 (stereo not drawn),45%[activator]
O=C1Nc2ccccc2-n2nnnc2C1N1CCN(c2ccc(C(F)(F)F)cc2[N+](=O)[O-])CC1 (stereo not drawn),0%
CCC(Sc1ccc(Cl)cc1)C(=O)O (stereo not drawn),?
Cc1cc(=O)n(CC(=O)Nc2ccc(C(C)C)cc2)c(N2CCN(c3ccccc3)CC2)n1,7%
O=C(COC(=O)c1nc(-c2ccccc2)n(-c2ccccc2)n1)Nc1ccc(Cl)cc1,-29%
COP(=O)(OC)OC(C(=O)c1ccccc1)c1ccccc1 (stereo not drawn),-5%
C#CCN1CCC(C(=O)NC(c2ccccc2)C(F)(F)F)CC1 (stereo not drawn),-6%
CCN(CC)CC1CCN(C(=O)c2ccc3cc[nH]c3c2)CC1,-16%
COc1ccc(C(=O)N[C@H]2CC[C@]3(C)CCC([C@H](C)C(=O)NC4CCCCC4)[C@H](O)[C@H]3[C@@H]2C)cc1 (stereo partly drawn),11%
COc1ccc(-c2onc(C)c2C(=O)N[C@H](C)c2cccc(OC)c2)cc1,28%
CS(=O)(=O)N1CCC2(CCCN(Cc3cc(C(F)(F)F)cc(C(F)(F)F)c3)C2)CC1,-13%[57.4 µM]
Cc1cncc(-c2ccccc2OCCN(C)C)c1,11%

# (list continues)
mol,12-LOX inh
COc1cccc(CNC(=O)C2CCc3sc(C(=O)N(C)C)cc3C2)c1 (stereo not drawn),32%[activator]
Cc1cccc(-n2ncc3c(NC4CCCCCCCCCCC4)ncnc32)c1,8%
O=C(CCc1nnn2c1CN(C(=O)Nc1ccccc1)CC2)NC1CC1,35%[activator]
COc1ccc(-n2c(=O)cnc3cnc(Oc4cccc(Cl)c4)nc32)cc1,-16%
O=C(O)C(Cc1ccc(O)cc1)NC(=O)C(c1ccccc1)c1ccccc1 (stereo not drawn),-35%
O=S(=O)(c1ccccc1)N1CCC[C@@]2(CCN(Cc3ccccc3)C2)C1,-2%[57.4 µM]
Cc1ccc(C(=O)N2CCC3(CC2)CCN(Cc2cccs2)c2ccccc2O3)cc1,?
c1ccc([C@@H]2CN(Cc3ccncc3)C[C@H]2COc2cccnc2)nc1,92%[activator]
O=C(O)Cn1nc(C2CCOC2)nc1C1(c2ccccc2)CC1 (stereo not drawn),57%[activator]
COc1cccc2c1C(=O)c1c(O)c3c(c(O)c1C2=O)C[C@@](O)(C(=O)CO)C[C@@H]3O[C@H]1C[C@H](N)[C@H](O[C@@H]2CCCCO2)[C@H](C)O1,?
CC1(C)[C@H]2CC[C@@H](CNC(=O)c3ccc4ccccc4n3)[C@@H]1C2,9%[176 µM]
COc1ccc(CC(=O)N[C@@H]2CN(C)C[C@H]2CN(C)C)cc1OC,77%[activator]
CCC1CN(C(=O)CCc2ncc(-c3ccc(Cl)cc3)o2)CCO1 (stereo not drawn),43%[activator]
Cc1cc(C)n(-c2nc3c(c(=O)n(C)c(=O)n3C)n2Cc2ccccc2Cl)n1,21%
O=C(NCc1nnc2ccc(-c3ccc(Cl)cc3)nn12)c1cc(F)ccc1F,-9%
O=C(NCc1nnc2c(-c3nc(C4CC4)no3)cccn12)c1c(F)cccc1Cl,60%[activator]
CC12CC3CC(C1)CC(c1ccc(O)cc1)(C3)C2,?
Cc1occc1-c1nc(-c2ccccc2)no1,-27%
CCCN(CCC)S(=O)(=O)NCc1ccnc(N2CCN(c3ccc(F)cc3)CC2)c1,28%
NC(=O)[C@@H]1CCCN1CC[C@H]1CN(C(=O)C2CCCC2)CC[C@H]1CC(=O)O,-9%[176 µM]

# Continued:
mol,12-LOX inh
CCCCNc1nc(-c2ccc(Cl)cc2Cl)cs1,?
COc1ccc(C(=O)N(C)C2CCCN(CCc3ccccc3)C2)cc1OC (stereo not drawn),57%[activator]
CC(C)C[C@H](NC(=O)c1ccccc1)C(=O)N1CCC[C@H]1C(=O)NCc1ccccc1,-2%
Cc1ccc(SCC(=O)NC(C)(C#N)C2CC2)c(C)c1 (stereo not drawn),35µM*
Cc1cn2c(=O)cc(COC(=O)CSc3ccccc3)nc2s1,30%
O=C(C1CC1)N1CCC(c2noc(-c3cccnc3)n2)C1 (stereo not drawn),20%
CN(C(=O)c1cc2ccccc2oc1=O)C(c1ccccc1)c1ccccc1,-18%
COc1ccc(Nc2ncnc3scc(-c4ccc(F)cc4)c23)cc1Cl,-5%
O=C(Nc1ccc(F)cc1)c1nc2ccccc2nc1N1CCCCC1,?
CCN1C(=O)C2CC3(CCN(Cc4cn[nH]c4-c4ccccc4)CC3)CN2C1=O (stereo not drawn),34%[activator]
CCOCC1(c2nc3c([nH]2)CCCNC3=O)CCC1,6%
Cc1ccc(NC(=O)c2ccc(C(C)(C)C)cc2)c(C(=O)c2ccccc2)c1,2%
COCC(=O)N1CCN(C(=O)Nc2ccccc2)C[C@@H]1C(=O)N[C@@H](Cc1ccc(OC)cc1)C(=O)OC,1%
